Screens from PubChem BioAssay.
TbREL1 primary – TbREL1 inhibition, primary screen | AID 1117264 | inhibition, % at 9.66 µM | actives 0.49% (n = 89,000) | TbREL1 RNA ligation, FRET fluorescence;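 active = inhibition above the mean inhibition across all screened compounds plus 3 SD, cut at about 11% in these data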;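 also: 0% = plate median of test wells and 100% = NSC42067 control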
Target sequence (P86926 whole entry, looked up): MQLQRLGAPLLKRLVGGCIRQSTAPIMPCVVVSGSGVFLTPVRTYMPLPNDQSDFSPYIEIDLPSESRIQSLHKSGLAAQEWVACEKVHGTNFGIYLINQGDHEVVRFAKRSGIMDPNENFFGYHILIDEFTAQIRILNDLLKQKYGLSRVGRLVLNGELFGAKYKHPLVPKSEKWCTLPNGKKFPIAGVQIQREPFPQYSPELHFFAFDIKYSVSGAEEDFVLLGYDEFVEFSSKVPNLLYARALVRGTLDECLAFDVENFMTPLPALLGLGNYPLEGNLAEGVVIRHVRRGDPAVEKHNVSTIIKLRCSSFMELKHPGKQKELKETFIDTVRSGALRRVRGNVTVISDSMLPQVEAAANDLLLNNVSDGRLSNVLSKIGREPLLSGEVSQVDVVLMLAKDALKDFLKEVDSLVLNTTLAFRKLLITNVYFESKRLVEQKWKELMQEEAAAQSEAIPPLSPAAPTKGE
* marks the source's active call; other numbers are inactive results. Only part of the results is shown (hit frequency here may not be typical).

Start of the data: the first 19 entries (preview)
SMILES	TbREL1 primary
CCOc1cc(/C=C\c2[nH]c(=O)[nH]c(=O)c2[N+](=O)[O-])ccc1OC(C)CC (stereo not drawn)	5.2
O=C(CSc1nnc(NC(=O)C2CC2)s1)Nc1ccccc1Cl	0.4
CSc1ccc(/C=C(/Sc2nnc(-c3ccccc3)o2)C(=O)O)cc1	-1.6
O=C(CSc1nc2ccccc2o1)NN=C/C=C/c1ccccc1	2.6
COc1ccccc1CNC(=O)C(C)Sc1ccc(C)cc1 (stereo not drawn)	-0.3
CC(=O)c1cccc(NC(=O)CSc2nc3ccccc3c(=O)n2CCCN2CCOCC2)c1	-3.4
CC12CCC(=O)N1C(C(=O)NCCc1ccc(F)cc1)CS2 (stereo not drawn)	3.6
COC(=O)c1ccc(NS(=O)(=O)c2ccc(SC)cc2)cc1	-1.7
CCOc1cccc(C2C(C#N)=C(N)Oc3cc(C)[nH]c(=O)c32)c1OCC (stereo not drawn)	3.2
COc1cccc(CN(C)C(=O)c2ccc(Oc3ccccc3)cc2)c1OC	3.7
O=C(Cc1cccs1)N1CCCC(c2nc3c(nnn3Cc3ccccc3Cl)c(=O)[nH]2)C1 (stereo not drawn)	-2.7
C=CCn1c(CSCc2ccc(Cl)cc2)nnc1SCC(=O)NCc1ccccc1	-2.0
Cc1ccc(CCNS(=O)(=O)c2cc3c(cc2C)n(C)c(=O)c(=O)n3C)cc1	1.7
Cc1cc(Nc2cccc(F)c2)n2ncnc2n1	-0.7
COc1ccc(C(CNC(=O)c2ccco2)N2CCCC2)cc1 (stereo not drawn)	-0.8
Cc1ccc2sc(-c3ccc(NC(=O)c4cc(-n5cnnc5)ccc4Cl)cc3)nc2c1	0.8
O=C(CSc1nnc(NC2CC2)s1)Nc1ccc(N2CCOCC2)cc1	-4.2
CC(=O)Nc1ccc(-c2nnc(SCC(=O)Nc3ccc4c(c3)oc3ccccc34)n2C)cc1	-7.0
N#C/C(=C\Nc1ccc(Cl)cn1)S(=O)(=O)c1ccccc1	0.0

The whole of this part, from the start:
SMILES	TbREL1 primary
CCOc1cc(/C=C\c2[nH]c(=O)[nH]c(=O)c2[N+](=O)[O-])ccc1OC(C)CC (stereo not drawn)	5.2
O=C(CSc1nnc(NC(=O)C2CC2)s1)Nc1ccccc1Cl	0.4
CSc1ccc(/C=C(/Sc2nnc(-c3ccccc3)o2)C(=O)O)cc1	-1.6
O=C(CSc1nc2ccccc2o1)NN=C/C=C/c1ccccc1	2.6
COc1ccccc1CNC(=O)C(C)Sc1ccc(C)cc1 (stereo not drawn)	-0.3
CC(=O)c1cccc(NC(=O)CSc2nc3ccccc3c(=O)n2CCCN2CCOCC2)c1	-3.4
CC12CCC(=O)N1C(C(=O)NCCc1ccc(F)cc1)CS2 (stereo not drawn)	3.6
COC(=O)c1ccc(NS(=O)(=O)c2ccc(SC)cc2)cc1	-1.7
CCOc1cccc(C2C(C#N)=C(N)Oc3cc(C)[nH]c(=O)c32)c1OCC (stereo not drawn)	3.2
COc1cccc(CN(C)C(=O)c2ccc(Oc3ccccc3)cc2)c1OC	3.7
O=C(Cc1cccs1)N1CCCC(c2nc3c(nnn3Cc3ccccc3Cl)c(=O)[nH]2)C1 (stereo not drawn)	-2.7
C=CCn1c(CSCc2ccc(Cl)cc2)nnc1SCC(=O)NCc1ccccc1	-2.0
Cc1ccc(CCNS(=O)(=O)c2cc3c(cc2C)n(C)c(=O)c(=O)n3C)cc1	1.7
Cc1cc(Nc2cccc(F)c2)n2ncnc2n1	-0.7
COc1ccc(C(CNC(=O)c2ccco2)N2CCCC2)cc1 (stereo not drawn)	-0.8
Cc1ccc2sc(-c3ccc(NC(=O)c4cc(-n5cnnc5)ccc4Cl)cc3)nc2c1	0.8
O=C(CSc1nnc(NC2CC2)s1)Nc1ccc(N2CCOCC2)cc1	-4.2
CC(=O)Nc1ccc(-c2nnc(SCC(=O)Nc3ccc4c(c3)oc3ccccc34)n2C)cc1	-7.0
N#C/C(=C\Nc1ccc(Cl)cn1)S(=O)(=O)c1ccccc1	0.0
CN(CC(=O)Nc1ccc(OC(F)(F)F)cc1)C(=O)/C=C/c1cc2c(cc1[N+](=O)[O-])OCO2	-1.6
Cc1ccc2nc(N/N=C/c3ccccc3F)nc(-c3ccccc3)c2c1	4.5
c1ccc(-c2onc(-c3ccco3)c2-c2ccc3c(c2)OCO3)cc1	0.9
CC(C)c1c(O)nc(SCC(=O)N2CCOCC2)[nH]c1=O	-0.8
CC(=O)c1cccc(-c2cnc3c(NC=O)cc(-c4ccc(C(=O)N5CCOCC5)cc4)cn23)c1	-0.6
Cc1cc(C(=O)OCC(=O)Nc2ccc(F)cc2F)c(C)o1	-2.4
COCCSc1ncccc1-c1nc2ccccc2[nH]1	6.1
CC(C)CNS(=O)(=O)c1ccc(CC(C)C)cc1	-2.6
CC(C)N(CCc1ccncc1)C(=S)Nc1ccc(F)c(Cl)c1	-3.2
COc1ccc(CCNC(=O)COc2ccccc2[N+](=O)[O-])cc1OC	2.5
CC1c2ccsc2CCN1S(=O)(=O)c1cccs1 (stereo not drawn)	1.6
Cc1ccc(CN2CCN(/N=C/c3sccc3C)CC2)c(C)c1	3.8
Cn1c(=O)c2c(nc3n2CC(COc2ccccc2)O3)n(C)c1=O (stereo not drawn)	1.2
Nc1ccc2nc(SCC(=O)Nc3ccc(N4CCOCC4)c(Cl)c3)sc2c1	-4.5
CN1CCN(NC(=O)c2cn(-c3ccccc3)nc2-c2cccc(Br)c2)CC1	2.5
COc1ccc2cc3cc(C(=O)N4CCN(Cc5ccc6c(c5)OCO6)CC4)oc3nc2c1	0.8
O=C(Nc1ccccc1)C1=C[C@@H](c2ccc(C(F)(F)F)cc2)C[C@@H](OCCCCO)O1	5.5
C/C(=C\C(=O)Nc1nccs1)c1ccccc1	-0.2
Cc1ccccc1Nc1cc(C(=O)NCc2ccco2)c2ccccc2n1	1.7
Cc1nc2nc(-c3ccccc3)cc(=O)n2[nH]1	1.2
O=C1Nc2ccccc2C12OC1CCCCC1O2 (stereo not drawn)	-0.4
CCOC(=O)N1CCC(Nc2c(NCCCN3CCN(c4ccc(OC)cc4)CC3)c(=O)c2=O)CC1	-1.3
CCS(=O)(=O)N1CCN=C1SCc1ccc(F)cc1	1.6
CN(C)CCNC(=O)/C=C/c1cn(-c2ccccc2)nc1-c1cc2ccccc2oc1=O	11.9*
CC(NC(=O)C1C2C=CC(C2)C1C(=O)O)c1ccccc1 (stereo not drawn)	7.0
Cc1c(C(c2ccccc2Br)c2c(C)n(C)n(-c3ccccc3)c2=O)c(=O)n(-c2ccccc2)n1C	-1.1
CC1CC(C)CN(C(=O)COC(=O)c2cc3ccccc3cc2O)C1 (stereo not drawn)	-1.0
COc1ccc(C(=O)NC2CCCCCC2)cc1S(=O)(=O)N1CCCc2ccccc21	0.9
O=C(Nc1ccc(/C=C/c2nc3ccccc3o2)cc1)c1cccc(C(F)(F)F)c1	7.4
OC(c1ccc(F)cc1)c1nc(-c2cccc(C(F)(F)F)c2)cs1 (stereo not drawn)	2.8
CN(C)c1ccc(-c2nnc(SCC3CCCO3)n2C)cc1 (stereo not drawn)	3.5
COc1cc(NC(=O)c2c(F)c(F)c(F)c(F)c2F)c(OC)cc1Cl	-1.1
COc1ccc(NC(=O)CN(C)S(=O)(=O)c2cccc3nsnc23)cc1OC	-0.3
CCOc1cc(NC(=O)C2CCCO2)c(OCC)cc1NC(C)=O (stereo not drawn)	1.1
C[C@@H]1CN=C2N(CCNC(=O)CCC3CCCCC3)[C@H](Cc3ccc(O)cc3)CN21	4.9
CCC(=O)N(C)CCc1cc2c(c(OC)c1/C=N/NC(=O)[C@H]1C[C@@H]1c1ccccc1)OCO2	-0.7
COc1ccccc1CNC(=O)COC(=O)c1ccc2c(=O)n3c(nc2c1)CCCCC3	-0.8
c1coc(CN2CN=C(Nc3nc4ccccc4s3)NC2)c1	7.6
COC(=O)c1ccc(NC(=O)CCOc2ccccc2)cc1	1.1
O=C(CSc1ccc(F)cc1)NCCc1ccc(Cl)cc1	1.0
COc1cnc(-c2ccccn2)nc1N(C)c1ccccc1	9.4
Remaining list, next part.
SMILES	TbREL1 primary
O=C(COC(=O)c1ccc2ccccc2n1)NC1CCCCC1	0.3
C=CCn1c(SCC(=O)c2[nH]c(C)c(C(C)=O)c2C)nnc1-c1ccncc1	-3.2
Cc1cccc(OCC(=O)NCc2n[nH]c(=O)c3ccccc23)c1	1.9
CC(C)CC(C(=O)NC1CCCCC1)N(Cc1cccs1)C(=O)c1snc(C(N)=O)c1N (stereo not drawn)	-0.5
Cc1cccc(N(CC(O)CN2CCCC2)S(=O)(=O)c2ccccc2)c1 (stereo not drawn)	4.5
COC(=O)c1ccc(C)c(NC(=O)CN(c2cc(OC)ccc2OC)S(C)(=O)=O)c1	-0.1
Oc1ccc(-c2nc3ccccn3c2NCc2ccc3c(c2)OCO3)cc1	-1.9
CNC(=O)NC(=O)C(OC(=O)c1cccc(S(=O)(=O)N2CCCCC2)c1)c1ccccc1 (stereo not drawn)	-3.0
O=C(c1cccc(N2C(=O)C3C4C=CC(C4)C3C2=O)c1)N1CCCCCC1 (stereo not drawn)	-1.2
CN(c1ccccc1)C(c1ccc(F)cc1)c1nnnn1C1CCCC1 (stereo not drawn)	-1.6
COC(=O)C(NC(=O)C(NC(=O)C1CCC(C)CC1)C(C)C)C(C)C (stereo not drawn)	-1.4
O=C(Nc1ccccc1)c1nc[nH]c1C(=O)N1CCN(c2ccccc2)CC1	2.5
CN(C)S(=O)(=O)c1ccc(NC(=O)C2COc3ccccc3O2)cc1 (stereo not drawn)	0.8
CC1CC(C)(C)NC(=S)N1CCCC(=O)NCc1ccccc1 (stereo not drawn)	-0.8
Cc1ccc(-c2nnc(SCC(=O)Nc3ccc4c(c3)OCCO4)n2-c2ccc(C)cc2)cc1	4.9
N#C/C(=C\c1ccccc1)C(=O)N1CCN(c2ccccc2F)CC1	-3.5
COc1cc(NC(=O)C23CC4CC(C2)CC(n2cnc([N+](=O)[O-])n2)(C4)C3)cc(OC)c1	2.5
Nc1nc2c(ncn2[C@@H]2O[C@H](C(=O)NCCc3c[nH]c4ccccc34)[C@@H](O)[C@H]2O)c(=O)[nH]1	2.8
COc1ccccc1C(=O)NCCC(=O)N1CCN(c2ccccc2Cl)CC1	5.0
CN(Cc1ccccc1)S(=O)(=O)c1ccc2c(c1)CCC(=O)N2	-1.4
COc1cccc(C2/C(=C(\O)c3ccc4c(c3)OCCO4)C(=O)C(=O)N2CC2CCCO2)c1 (stereo not drawn)	-3.5
Cc1ccc(C(=O)NNS(=O)(=O)c2ccccc2[N+](=O)[O-])cc1	0.1
Cc1cc(C)cc(OCC(=O)OCC(=O)N(CC(C)C)c2c(N)n(Cc3ccccc3)c(=O)[nH]c2=O)c1	-2.4
Cc1noc(C)c1CSc1nnc(-c2ccccc2)n1N	-0.9
CCCCN=C(Nc1ccc(Cl)cc1)c1cccnc1	-2.0
CCN1C[C@@H]2[C@@H]3C(=O)N(C)C(=O)[C@@H]3[C@](C)(C1=O)N2C(=O)c1ccc(C(C)(C)C)cc1	1.0
COc1ccc(OC)c(C(C)NC(=O)c2ccc(Br)cc2)c1 (stereo not drawn)	-0.2
CCOC(=O)c1ccc(N2C(=O)CC(N3CC(C)OC(C)C3)C2=O)cc1 (stereo not drawn)	-1.4
Cc1nc2cc(NC(=O)NCCCO)ccc2o1	3.0
COc1ccc(N2CC(C)(C)C2=O)cc1	8.9
O=C(NCCc1ccccc1)c1cc(-c2ccccc2)c(N2CCOCC2)s1	0.5
CSc1ccc(/C=C(/NC(=O)c2ccccc2)C(=O)NCCCn2ccnc2)cc1	-0.2
C/C=C\C(=O)Nc1cccc(C2=NOC3(C2)C[C@H](C(N)=O)N(C(=O)Cc2ccc([N+](=O)[O-])cc2)C3)c1 (stereo partly drawn)	0.0
Cc1ccc(-c2csc3ncn(CC(=O)N4CCOCC4)c(=O)c23)cc1	-3.0
O=C(CCC(=O)Nc1ccccc1Cl)NNC(=S)Nc1ccccc1C(F)(F)F	-10.5
CC1(C)CC(=O)C2=C(C1)NCN(Cc1ccccc1)C2	-1.2
COC(=O)C1=C(C)N(Cc2ccc(Br)cc2)C(=S)NC1c1cccc(OC)c1 (stereo not drawn)	-3.0
O=C(Oc1ccccc1Cl)c1ccc(N2CCOCC2)c([N+](=O)[O-])c1	-0.1
CCn1c(COc2ccc(=O)n(-c3ccccc3)n2)nnc1SCc1ccccc1	0.8
CC(C)(O)C#Cc1ccc(C(=O)N2CCCC2C(=O)O)s1 (stereo not drawn)	0.6
O=C1Cc2cc(S(=O)(=O)Nc3ccc(F)cc3Cl)ccc2N1	0.1
O=S(=O)(NCc1cccnc1)c1ccc(Br)c2ccccc12	0.1
CC(C)COC(=O)n1c(SCC(=O)N(C)C)nc2ccccc21	-1.2
COc1ccccc1N1C(=NC(=O)C2CCCCC2)SC2CS(=O)(=O)CC21 (stereo not drawn)	7.7
O=C(NN=C1CCCCCC1)NC1CCCCC1	-0.3
C/C=C/c1ccc([C@H]2[C@@H](CN(CC(C)C)S(=O)(=O)c3ccccc3[N+](=O)[O-])N(C(=O)Nc3cccc(OC)c3)[C@H]2CO)cc1	-4.1
Cc1nn2c(N3CCN(c4ccccn4)CC3)cc(C(C)C)nc2c1-c1ccccc1	-2.0
COc1ccc2nc(SCC(=O)NC3CCCCC3)[nH]c2c1	4.6
O=C(C1=C(O)C(=O)N(c2ncccn2)C1c1ccc(F)cc1)c1ccco1 (stereo not drawn)	2.8
O=C(Nc1cccc([N+](=O)[O-])c1)Nc1ccc2c(c1)CCC2	4.8
CN(C(=O)c1ccc(NC(=O)Cc2cccc(NC(=O)C3CCCN(C(=O)CCc4ccccc4)C3)c2)cc1)C1CC1 (stereo not drawn)	5.0
Cc1ccc(-c2c(C)sc3nc(CN4CCN(CC(=O)NC5CC5)CC4)[nH]c(=O)c23)cc1	2.1
CC(=O)Nc1ccc(C2=NOC(C)(C)C(=O)N2Cc2cccc(C#N)c2)cc1	-0.3
COc1ccc(-c2nc3n(n2)C(c2ccccc2Cl)C(C(N)=O)=C(C)N3)cc1 (stereo not drawn)	-2.4
COc1ccc(S(=O)(=O)NCC(=O)N(CC(=O)NCc2ccco2)Cc2ccccc2)cc1	-1.5
CCNc1nc(NCC)nc(SCCOc2ccc(C)cc2)n1	2.4
CCOC(=O)Cn1nnc(-c2ccc(OCC(C)C)cc2)n1	0.0
O=C(CCCCCNc1nc(=S)[nH]c2ccccc12)NCc1ccccc1Cl	-6.5
